Tn6 DDE FP = DD(E)-Tn6 binding inhibition, primary FP screen | Fibrin DD(E) TRITC-Tn6 fluorescence polarization displacement | inhibition, % at 8.3 µM | AID 720509 | 0.21% of 370,000 active | P02675;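 active = inhibition above a per-campaign cutoff: mean of compounds within control limits plus 3 SD, cut at about 15% in these data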;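 also: 0% = median of all compound wells on the plate and 100% = blocking peptide control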
ARFGAP1 inh = rat ARFGAP1 inhibition; Arfgap1-stimulated ARF1 GTP hydrolysis, GDP FP detection; inhibition, % at 16.5 µM; 0.26% of 360,000 active;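 active = inhibition above a per-plate limit, mean inhibition of low control wells plus 3 SD, cut at about 25% in these data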;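 also: 0% = DMSO wells with enzyme and 100% = wells lacking Arfgap1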
Target sequence (Q62848 1-136 limits assumed): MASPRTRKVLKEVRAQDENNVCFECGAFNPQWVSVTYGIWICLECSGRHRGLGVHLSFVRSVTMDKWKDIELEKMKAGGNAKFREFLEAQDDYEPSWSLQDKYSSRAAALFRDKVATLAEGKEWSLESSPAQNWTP
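Assay system: Rat Arfgap1 GAP domain (His6, aa 1-136), purified enzyme | Buffer or medium: HEPES 25 mM pH 7.5, NaCl 150 mM, MgCl2, DTT | Schedule: GTP hydrolysis reaction 2 h at 25 °C | Signal: FP of antibody-bound GDP Alexa 633 tracer, ex 620/em 688 nm | Measure: Percent inhibition of Arfgap1-stimulated GTP hydrolysis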
PLCg1 inh = inhibitors of human phospholipase C gamma1; purified PLC-gamma1, fluorogenic substrate, fluorescence; AID 720700; 0.84% of 370,000 active; inhibition, % at 12.2 µM; P19174; in the data active = inhibition above about 9.5%
ADAM17 inh = inhibits human ADAM17 | P78536 | recombinant ADAM17, EDANS/DABCYL FRET peptide cleavage | inhibition, % at 6.95 µM | 0.83% of 370,000 active | AID 720648;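 active = inhibition above the mean of compounds lying between control limits plus 3 SD, set per campaign, cut at about 8.5% in these data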;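 also: 0% = DMSO-only wells as the low control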
ASAP1 inh = blocks human ASAP1-stimulated Arf1 GTP hydrolysis | Q9ULH1 | GDP FP detection | inhibition, % at 16.5 µM | 0.19% of 360,000 active; in the data active = inhibition above about 25%;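 also: 0% = vehicle with enzyme and substrate and 100% = no enzyme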
Target sequence (Q9ULH1 325-724 limits assumed): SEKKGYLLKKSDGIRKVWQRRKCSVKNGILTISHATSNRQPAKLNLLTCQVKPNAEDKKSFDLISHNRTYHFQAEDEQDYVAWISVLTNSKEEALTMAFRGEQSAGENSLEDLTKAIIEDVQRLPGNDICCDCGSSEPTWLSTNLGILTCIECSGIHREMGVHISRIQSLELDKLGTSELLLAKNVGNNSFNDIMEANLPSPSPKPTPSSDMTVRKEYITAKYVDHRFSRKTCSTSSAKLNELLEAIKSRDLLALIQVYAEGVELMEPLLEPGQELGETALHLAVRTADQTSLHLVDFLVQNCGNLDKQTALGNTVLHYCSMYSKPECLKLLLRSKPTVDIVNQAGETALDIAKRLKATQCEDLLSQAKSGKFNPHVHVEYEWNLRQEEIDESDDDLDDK
proKLK7 act = proKLK7 (human) activation, primary screen; 0.9% of 370,000 active; activation, % at 7 µM; P49862; purified proKLK7, EDANS-DABCYL substrate fluorescence; 100% is mature enzyme control, 0% vehicle;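 active = activation above the mean of all tested compounds plus 3 SD, computed per campaign excluding outliers beyond control limits, cut at about 13% in these data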
UHRF1 MBD2 ctr = UHRF1 methyl-DNA binding inhibition; inhibition, % at 4.4 µM; UHRF1 binding to methylated oligo, TR-FRET; 0.75% of 370,000 active; AID 687016; in the data active = inhibition above about 21%;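 also: UHRF1 SRA domain binding a hemimethylated CpG hairpin DNA probe; 0% = median of test compound wells and 100% = reference inhibitor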
Tn7 DDE FP = DD(E)-Tn7 binding inhibition, primary FP screen; P02675; FP displacement of FITC-Tn7 peptide from fibrin DD(E); 0% = median of compound wells per plate; inhibition, % at 8.3 µM; 0.13% of 370,000 active; AID 720508;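 active = inhibition above the mean of compounds falling within the control limits plus 3 SD of them, cut at about 14% in these data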;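 also: 0% = plate median of compound wells and 100% = 10 µM Aha-Tn7 peptide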
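Also added: labelled Tn7 tracer, 0.1 µM; Assay system: human fibrin DD(E) protein; Amount: 2 µM fibrin DD(E); Schedule: 10 min compound pre-incubation, 3 h probe incubation at room temperature; Repeats: one replicate per compound; Read-out basis: percent inhibition; Measured by: fluorescence polarization of the labelled Tn7 tracer.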
PLCb3 inh = PLC-beta3 (human) inhibition, primary screen | Q01970 | Purified PLC-beta3, fluorogenic substrate, fluorescence | inhibition, % at 12.2 µM | 0.18% of 370,000 active; in the data active = inhibition above about 11%;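 also: 0% = median of compound wells on plate and 100% = full blocker control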
MBD2 DNA inh = inhibitors of human MBD2 binding to methylated oligonucleotide; 0.31% of 370,000 active; inhibition, % at 4.4 µM; AID 686964; TR-FRET; in the data active = inhibition above about 13%
Target sequence (Q9UBB5 whole entry, looked up): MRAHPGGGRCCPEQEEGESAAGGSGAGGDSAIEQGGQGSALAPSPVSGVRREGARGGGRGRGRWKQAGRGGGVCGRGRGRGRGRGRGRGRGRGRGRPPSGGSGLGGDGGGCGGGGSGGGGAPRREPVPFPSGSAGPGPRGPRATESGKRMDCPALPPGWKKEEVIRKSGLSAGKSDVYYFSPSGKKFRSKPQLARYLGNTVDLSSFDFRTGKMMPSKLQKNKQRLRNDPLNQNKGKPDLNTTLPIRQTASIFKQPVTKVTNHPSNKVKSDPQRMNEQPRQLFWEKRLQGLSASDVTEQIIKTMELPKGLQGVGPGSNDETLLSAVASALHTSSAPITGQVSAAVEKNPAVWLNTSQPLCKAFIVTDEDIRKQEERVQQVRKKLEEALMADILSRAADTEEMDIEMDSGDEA
* hit, by the source's call; i = inactive; . = no result given. This is a random part of the collection; 4.1% or so of the library scored in one or more.

SMILES	Tn6 DDE FP	ARFGAP1 inh	PLCg1 inh	ADAM17 inh	ASAP1 inh	proKLK7 act	UHRF1 MBD2 ctr	Tn7 DDE FP	PLCb3 inh	MBD2 DNA inh
O=C(CCSCc1ccc(Cl)cc1)NC1CCCC1	-3	-12	9	6	1	0.8	3	-5	2	2
N=c1c2ccccc2nc2n1CCCCCCCCCCC2	-2	-7	7	2	-14	0.0	-3	1	0	-5
CC(C)SCCCCOc1ccc2ccccc2c1	-4	7	-3	-4	6	0.5	1	0	0	-4
CCC(=Nc1ccccc1O)C1=C(O)CC(c2ccccc2)CC1=O (stereo not given)	2	4	-13	-4	-3	-0.2	-10	5	-28	-14
CN(/N=C/c1cc(Cl)cc(Cl)c1O)c1c(Cl)cccc1[N+](=O)[O-]	5	6	1	5	11	-0.8	4	6	-6	-4
CN(CC(=O)Nc1nc2ccccc2s1)S(=O)(=O)c1ccccc1	-6	-4	1	1	-5	0.6	0	-1	2	-3
CC1(C)C[C@@H](O)[C@]2(C)CC[C@]3(C)C(=CCC4[C@@]5(C)CC[C@H](O)[C@](C)(CO)C5CC[C@]43C)[C@@H]2C1 (stereo not given in full)	7	6	5	2	-5	0.3	2	-7	8	1
Cc1cc(Cl)ccc1OCC(=O)N1C(C)CCCC1C (stereo not given)	-7	1	6	0	-3	0.2	-2	-8	6	3
CC(=O)c1cc(C#N)c(SCc2ccc(F)cc2)nc1C	6	7	1	1	17	0.2	-1	8	1	-1
CCOc1ccccc1NC(=O)CN1CCC(NC(=O)Nc2ccccc2)CC1	-4	14	0	1	6	0.4	-2	1	0	-5
Cc1ccccc1OCC(=O)Nc1cccc(Cl)c1C	0	-4	1	-3	6	0.2	0	2	-5	4
CCCN1CCC(Oc2cccc(C(=O)NCCc3ccccc3)c2)CC1	-3	-2	3	-2	-13	0.6	4	-1	-5	1
COc1cccc(-c2c(C#N)c(N)nc3c2c(C)nn3-c2ccccc2)c1O	0	13	-75	-11	8	-0.6	3	-9	-98	1
Cc1cc(NC(=O)c2cccc(S(=O)(=O)N3CC(c4ccccc4)CC3=O)c2)no1 (stereo not given)	-1	3	-3	2	-3	0.1	2	-3	0	-3
O=[N+]([O-])c1cc(S(=O)(=O)N2CCCC2)ccc1OCc1ccccc1	-2	-1	2	-2	8	-0.6	-2	4	-9	3
CCc1ccc(-c2nc(C)c(CCO)c(=O)[nH]2)cc1	-2	-8	1	0	-3	-0.3	1	2	1	-4
CCOC(=O)c1cnc2c(cnn2C)c1NCCC(O)C(F)(F)F (stereo not given)	3	-8	0	4	-2	-0.5	3	6	-2	-6
Cc1cc(/C=N/NC(=O)c2ccoc2C)cc(C)c1O	8	5	-3	0	7	-2.1	-1	3	-1	4
COc1ccccc1-n1cc(CN2CCc3onc(-c4ccc(Br)cc4)c3C2=O)nn1	-2	7	-1	1	10	-0.3	6	2	6	-1
Cc1ccc(CNc2ccc(N3CCOCC3)cc2)cc1	3	-13	-84	-15	1	-1.5	0	8	-113	-6
O=S1(=O)CC(N2CCCC2)CN1 (stereo not given)	8	.	-1	-4	.	0.2	15	5	3	15*
COc1ccc(CNc2cccc(C)n2)c(O)c1	3	3	1	-1	2	0.7	0	1	-4	-3
COc1ccc(-c2c(C)oc3c(CN4CCN(C)CC4)c(O)ccc3c2=O)cc1	-7	6	i	i	-2	59*	1	2	i	10
CCN(CC)c1ccc(/C=C/C(=O)c2cccnc2)cc1	-4	-11	8	1	-6	-0.5	-3	-2	0	-2
CC(=O)N1N=C(c2ccc(C(C)(C)C)cc2)OC1(C)C	0	4	-4	-1	-14	-1.0	0	5	1	6

Profiles from above. Values in the order: Tn6 DDE FP, ARFGAP1 inh, PLCg1 inh, ADAM17 inh, ASAP1 inh, proKLK7 act, UHRF1 MBD2 ctr, Tn7 DDE FP, PLCb3 inh, MBD2 DNA inh
Shown for `CC(=O)c1cc(C#N)c(SCc2ccc(F)cc2)nc1C` : 6, 7, 1, 1, 17, 0.2, -1, 8, 1, -1
Shown for `COc1ccc(-c2c(C)oc3c(CN4CCN(C)CC4)c(O)ccc3c2=O)cc1` : -7, 6, i, i, -2, 59*, 1, 2, i, 10

The results go on.
SMILES	Tn6 DDE FP	ARFGAP1 inh	PLCg1 inh	ADAM17 inh	ASAP1 inh	proKLK7 act	UHRF1 MBD2 ctr	Tn7 DDE FP	PLCb3 inh	MBD2 DNA inh
CCCOc1ccc(CSc2n[nH]c(C)n2)cc1	-1	6	1	-2	8	0.4	0	1	-5	1
O=C(NCCN1CCN(c2cccc(Cl)c2)CC1)c1ccc(CSc2nc3ccncc3[nH]2)cc1	7	6	-2	5	11	0.6	0	-5	0	4
CCn1ncc(Cl)c1C(=O)Nc1cc(Cl)ccc1Cl	3	-4	-2	0	-10	-0.5	2	7	-2	-1
CN(C)C(=O)CCc1nc2sc3c(c2c(=O)[nH]1)CCCC3	-7	10	-1	-2	11	-0.1	-1	-8	3	-1
Fc1ccc2nc(C(F)(F)F)cc(N3CCOCC3)c2c1	-4	-14	-6	3	13	-0.3	0	-6	-16	-3
CN(C(=O)c1cccc(NC(=O)Cc2cccc([N+](=O)[O-])c2)c1)C1CCC1	-6	7	3	-2	11	0.2	3	-1	1	-4
Cc1ccc2oc(C(=O)N3CCN(CCO)CC3)c(C)c2c1	-11	0	1	0	8	0.3	1	0	0	-3
CC(C)(C(=O)N1CCC1(C)C(=O)NS(=O)(=O)c1ccccc1Cl)c1ccccc1 (stereo not given)	0	-4	3	-2	-18	0.5	-1	0	0	-6
CC1CCN(S(=O)(=O)c2ccc(NC(=O)C3CC3)cc2)CC1	-5	7	1	2	-8	0.1	4	-6	-7	-2
COc1ccc(-c2nc3c(Cl)cc(C(F)(F)F)cn3c2Cc2cccc(F)c2)cc1OC	2	-3	-16	-8	8	0.2	25*	-6	-19	3
COCCCNC(=O)Cc1c(C)c2c(cc(C)c3c(C)c(C)oc32)oc1=O	-18	-3	-117	-40	5	-2.4	-4	-3	-179	3
CC1CCN(c2ccc(C(=O)Nc3ccc4c(c3)OCO4)cc2[N+](=O)[O-])CC1	7	0	4	8.7*	0	0.3	0	-8	7	-2
CCCCOc1ccc(Cl)cc1Nc1nc(NCCO)nc(N2CCCC2)n1	2	2	1	3	3	0.2	-2	-4	0	2
CC(=O)Nc1ccc(S(=O)(=O)N2CCN(C(=O)c3ccccc3F)CC2)cc1	11	1	1	-3	-13	-0.3	2	-5	0	3
CCC(CO)NC(=O)c1cccc(S(=O)(=O)N2c3ccccc3CC2C)c1 (stereo not given)	-3	2	5	5	1	-0.2	2	-9	5	-1
O=S(=O)(NCc1ccco1)c1ccc(Cl)s1	4	7	-1	-3	9	0.2	2	-9	1	3
CNC(=O)C[C@@H]1C(=O)N(C2CCCCC2)CC1(C)C	0	-1	1	0	-6	0.4	-1	3	0	-11
O=C(C[C@@H]1C/C=C/CC[C@@H](Cc2ccc(F)cc2)C(=O)OCCNC1=O)N[C@H](CO)Cc1ccccc1	1	12	-4	-3	-1	0.4	1	5	-1	1
Cc1ccc2cc(CN(CC3CCCO3)C(=S)NCc3ccco3)c(=O)[nH]c2c1C (stereo not given)	4	-13	-7	-9	-1	1.0	-7	1	-12	-6
COc1ccc(-c2cnc3c(NC=O)cc(-c4ccc(C(=O)N5CCOCC5)cc4)cn23)cc1OC	-3	4	-32	-4	3	0.8	-1	-4	-37	-2
COc1cccc(NC(=O)Cc2cccs2)c1	7	-3	-2	-1	0	-0.2	1	2	1	-1
CCC(C)NC(=O)C1CCN(S(=O)(=O)c2cccs2)CC1 (stereo not given)	11	9	1	-2	10	-0.3	1	0	1	0
Cc1ccccc1NC(=O)N1CCCC1C(=O)NCc1cccs1 (stereo not given)	-1	-1	1	-1	8	0.4	3	-5	4	-1
CN1CCCC(C)(C(=O)Nc2ccc3scnc3c2)C1 (stereo not given)	-8	-3	0	0	8	-0.4	-1	-8	0	1
O=C(COc1ncnc2ccccc12)NC1CCCC1	6	10	-1	-5	8	0.5	-3	0	-6	0

Part of the list above, limited to Tn7 DDE FP and ARFGAP1 inh.
smiles | Tn7 DDE FP | ARFGAP1 inh
CCn1ncc(Cl)c1C(=O)Nc1cc(Cl)ccc1Cl | 7 | -4
Fc1ccc2nc(C(F)(F)F)cc(N3CCOCC3)c2c1 | -6 | -14
CCCCOc1ccc(Cl)cc1Nc1nc(NCCO)nc(N2CCCC2)n1 | -4 | 2
COc1cccc(NC(=O)Cc2cccs2)c1 | 2 | -3
O=S(=O)(NCc1ccco1)c1ccc(Cl)s1 | -9 | 7

(further entries)
SMILES	Tn6 DDE FP	ARFGAP1 inh	PLCg1 inh	ADAM17 inh	ASAP1 inh	proKLK7 act	UHRF1 MBD2 ctr	Tn7 DDE FP	PLCb3 inh	MBD2 DNA inh
COCCCn1c2nc3ccccc3nc2c2c(=O)n(Cc3ccc(Cl)cc3)cnc21	-3	7	-6	-16	-2	-2.1	16	-1	-8	7
O=C(Nc1ccc(Cl)cc1)Nc1csc([N+](=O)[O-])c1	-23	-8	4	6	2	0.0	-2	0	-5	-6
Cc1ccccc1N1CCN(C(=O)CN2C(=O)CC(C)(C)S(=O)(=O)c3ccccc32)CC1	1	.	1	-1	.	0.3	-2	3	0	2
O=C1c2cccc(OCc3ccc(F)cc3)c2CCN1Cc1ccccc1	-5	-14	3	5	-1	0.2	-4	4	-1	1
Cc1ccc(NCc2cccnc2)cc1	2	-6	-1	-3	-15	0.0	0	-8	-5	-5
COc1ccc(C2=CC(c3ccc(OC)c(OC)c3)NC(=S)N2)cc1 (stereo not given)	3	7	-266	-14	-1	-0.5	-4	-1	-327	-7
CCNC(=O)NCc1c(C)c(C)n(Cc2ccccc2)c1-n1cccc1	0	3	1	-5	-10	-0.1	0	-1	2	-3
COCCCNCCCOc1ccc(Cl)cc1Br	1	-6	6	1	2	-0.2	1	-1	2	4
CCOC(=O)C1(C)Oc2ccccc2C(C(=O)OC)=C1C(=O)OC (stereo not given)	-1	11	-3	2	3	-0.6	-1	-9	-3	-5
Cc1ccc(C(=O)NC(=S)Nc2ccc3[nH]c(=O)[nH]c3c2)cc1	-4	-1	2	0	-3	-0.6	-2	1	2	-2
COc1ccc(NS(=O)(=O)c2cccs2)cc1S(=O)(=O)N1CCOCC1	5	3	0	0	2	0.0	2	0	-1	-3
COc1ccccc1C(CNC(=O)c1oc2ccccc2c1C)N1CCCC1 (stereo not given)	-7	-8	-9	-2	-2	-1.3	-1	1	-17	0
COc1ccccc1NC(=O)c1ccc(NC(=O)COC(=O)C2CCCCC2)cc1	0	5	-4	3	2	0.7	3	-3	-8	2
CC1=NOC(=O)/C1=C\c1ccccc1	-5	1	2	-1	-1	-0.6	2	-3	-6	0
COc1ccc(N(C(=O)/C=C/C(=O)Nc2cc(C)on2)C(C(=O)NC2CCCC2)c2ccccc2C)cc1 (stereo not given)	-4	12	5	0	-4	0.0	1	2	-2	6
Cc1ccc(C(=O)NCC(=O)O)o1	0	5	2	1	0	-1.0	0	-9	2	1
CCC(=O)Nc1ccc(C(=O)CSc2nnc(-c3ccccc3F)n2CCc2ccccc2)cc1	5	3	-2	2	-11	0.2	0	-1	-2	2
COc1ccc(-c2noc(N3CCC(C(=O)NCc4ccc(Cl)cc4)CC3)n2)cc1	-1	0	1	2	-5	-0.2	1	3	2	1
CCCCN(C)C(=O)c1cc2cc3ccc(OC)cc3nc2s1	-2	6	-101	-170	-15	0.5	-3	15*	-118	-1
